ssDAF-12 act: S. stercoralis DAF-12 nuclear receptor activators, primary screen, cell-based, luminescence, HEK293, GRIP1 co-expression, lit1-tk-luc; 370,000 compounds, 1% hits; Nuclear hormone receptor DAF-12 (Strongyloides stercoralis); activation, % at 6.8 µM; HEK293 ssDAF-12/GRIP1 lit1-tk-luc reporter; % of 3 µM dafachronic acid response; AID 652126, 2013;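 active means activation above the mean over all tested compounds plus 3 SD, cut at about 0.9% in these data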;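 further: 0% = DMSO-only wells and 100% = 3 µM delta7-dafachronic acid wells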
DAX1 inh-1: DAX1 (NR0B1) inhibitors on StAR promoter, primary screen, cell-based, luminescence, SF-1 (NR5A1), full-length DAX-1; HEK293T StAR-luciferase reporter, SF-1/DAX-1 repression relief; inhibition, % at 6.8 µM; 370,000 compounds, 1.1% hits; AID 652010, 2013;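 active means inhibition above the mean over all tested compounds plus 3 SD, cut at about 3.6% in these data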;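 further: 0% = DAX-1 cells with DMSO and 100% = cells lacking DAX-1 with DMSO; higher inhibition means more luminescence from relief of DAX-1 repression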
DAX1 inh-2: DAX1 (NR0B1) inhibitors, primary screen, cell-based, HEK293, Gal4-DAX1, luciferase luminescence; HEK293 Gal4-DAX1 luciferase reporter; inhibition, % at 6.75 µM; 340,000 compounds, 0.99% hits; AID 504766, 2011;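 active means inhibition above the mean over all tested compounds plus 3 SD, cut at about 4.2% in these data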;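 further: 0% = DAX1-transfected cells with DMSO and 100% = empty-vector control cells with DMSO; inhibition shows as a rise in luminescence from relieved DAX1 repression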
Target sequence (P51843 207-470 limits assumed): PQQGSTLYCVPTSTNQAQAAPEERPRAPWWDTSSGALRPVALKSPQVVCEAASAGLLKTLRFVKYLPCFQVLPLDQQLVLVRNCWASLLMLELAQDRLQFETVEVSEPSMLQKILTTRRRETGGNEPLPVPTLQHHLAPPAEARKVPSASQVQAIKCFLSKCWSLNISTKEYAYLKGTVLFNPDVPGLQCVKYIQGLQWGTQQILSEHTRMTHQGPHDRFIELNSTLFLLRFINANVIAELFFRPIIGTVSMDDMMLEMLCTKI
PLC-beta3 inh: human PLC-beta3 inhibitors, primary screen, biochemical, fluorescence | 1-phosphatidylinositol 4,5-bisphosphate phosphodiesterase beta-3 (Homo sapiens), Q01970 | Purified PLC-beta3, fluorogenic substrate | inhibition, % at 12.2 µM | 370,000 compounds, 0.18% hits; in the data active means inhibition above about 11%;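 further: 0% = median of compound wells on plate and 100% = full blocker control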
PG9 Ab binder: binders of HIV-1 gp120 antibody PG9, primary screen, biochemical, TR-FRET. HIV-1 gp120 / PG9 antibody interaction. TR-FRET gp120-PG9 antibody binding. inhibition, % at 6.7 µM. 360,000 compounds, 0.43% hits; in the data active means inhibition above about 8.5%
SMARCA2 act: SMARCA2 (BRM) function activators, primary screen, cell-based, luminescence, high throughput | activation, % at 9.1 µM | 370,000 compounds, 1% hits | MG213 cells, MMTV-luciferase reporter, dexamethasone, overnight; in the data active means activation above about 7.8%;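 further: 0% = vehicle wells and 100% = reference activator wells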
sPLA2-III inh: human group III sPLA2 inhibitors, primary screen, biochemical, QFRET, BODIPY PC-A2 liposome substrate; Group 3 secretory phospholipase A2 (Homo sapiens), Q9NZ20; QFRET BODIPY PC-A2 liposome hydrolysis, fluorescence; inhibition, % at 12.2 µM; 370,000 compounds, 0.56% hits; AID 743126, 2013;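 active means inhibition above mean plus 3 SD of compounds lying within the high and low control bounds, cut at about 19% in these data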;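 further: 0% = median of test compound wells and 100% = no enzyme DMSO wells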
Target sequence (Q9NZ20 whole entry, looked up): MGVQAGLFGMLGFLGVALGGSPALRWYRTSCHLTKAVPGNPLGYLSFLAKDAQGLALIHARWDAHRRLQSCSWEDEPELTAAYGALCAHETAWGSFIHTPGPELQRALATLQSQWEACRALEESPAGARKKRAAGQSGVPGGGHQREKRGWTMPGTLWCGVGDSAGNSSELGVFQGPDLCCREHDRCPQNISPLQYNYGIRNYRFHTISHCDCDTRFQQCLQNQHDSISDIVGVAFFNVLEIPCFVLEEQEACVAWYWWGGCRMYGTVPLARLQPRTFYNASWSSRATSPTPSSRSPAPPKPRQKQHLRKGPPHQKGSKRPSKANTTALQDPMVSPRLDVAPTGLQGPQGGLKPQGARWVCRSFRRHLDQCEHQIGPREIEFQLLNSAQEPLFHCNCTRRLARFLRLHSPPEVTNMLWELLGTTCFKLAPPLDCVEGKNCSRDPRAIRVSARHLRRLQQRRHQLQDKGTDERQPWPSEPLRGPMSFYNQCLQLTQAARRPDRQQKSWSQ
hcDAF12 agonist: H. contortus DAF-12 nuclear receptor activators, primary screen, cell-based, luminescence, HEK293, lit1-tk-luc reporter; HEK293 hcDAF-12 lit1-tk-luc reporter; 0% DMSO, 100% Δ7-dafachronic acid; activation, % at 6.8 µM; 370,000 compounds, 1.4% hits; AID 652067, 2013;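 active means activation above the mean of all tested compounds plus 3 SD, cut at about 5.5% in these data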;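 further: 100% = response to 3 µM Δ7-dafachronic acid high control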
GAA850 FXN act: FXN promoter activators, primary screen, cell-based, luciferase luminescence, HEK293 lucGAA850; activation, % at 6 µM; AID 540364, 2011; HEK293 lucGAA850 FXN promoter luciferase reporter, 24 h; percent of 10 µM SAHA response; 360,000 compounds, 0.56% hits;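 active means activation above the average of all compounds screened plus 3 SD, cutoff fixed separately per campaign, cut at about 7.5% in these data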;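 further: 0% = DMSO wells and 100% = 10 µM SAHA wells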
Rev-erbA mod: modulators of Rev-erb alpha DNA binding, primary screen, biochemical, FITC-DNA, fluorescence polarization, uHTS; AID 1259318, 2017; Nuclear receptor subfamily 1 group D member 1 (Homo sapiens), P20393; 370,000 compounds, 0.79% hits; Rev-erbα–FITC-DNA binding, 90 min; activity, % at 10 µM;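 active means activity above about 14%, limit read from the data; passing the limit was not always enough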;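 further: 0% = DMSO wells with 35 nM protein and 100% = DMSO wells with 750 nM protein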
hgDAF12 agonist: H. glycines DAF-12 receptor agonists, primary screen, cell-based, luminescence, HEK293, GAL4 fusion, UAS-luciferase. Nuclear hormone receptor DAF-12 (Heterodera glycines), GAL4 fusion. HEK293 GAL4-hgDAF12 UAS-luciferase reporter, agonist luminescence; normalized to butyrate control. activation, % at 6.8 µM. 370,000 compounds, 1.8% hits. AID 687014, 2013;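 active means activation above a cutoff set at the mean of all screened compounds plus 3 SD, cut at about 10% in these data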;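 further: 0% = DMSO wells and 100% = sodium butyrate wells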
An asterisk follows results filed as active; . = not tested or not shown; & = joins results of further samples.

Fields – ssDAF-12 act | DAX1 inh-1 | DAX1 inh-2 | PLC-beta3 inh | PG9 Ab binder | SMARCA2 act | sPLA2-III inh | hcDAF12 agonist | GAA850 FXN act | Rev-erbA mod | hgDAF12 agonist
COCCCN1C(=O)N(c2ccc(F)cc2)C(=O)C1CC(=O)Nc1ccc(OC)cc1 (stereo unspecified)
    -0.6 | -0.2 | -0.9 | -3 | 0.3 | -3 | 2 | 0.4 | 0.2 | 2 | 3.1
N#Cc1ccc(-c2cn(-c3ccccc3)c3[n+]2CCCS3)cc1
    -0.5 | -0.4 | 0.6 | -1 | -2.8 | -3 | 1 | -0.8 | -0.1 | -8 | -3.1
CC(C)NC(=O)COC(=O)c1cc(=O)[nH]c2ccccc12
    -1.3 | 0.3 | 0.0 | -205 | -1.4 | -2 | 2 | 1.2 | -1.9 | 1 | 0.2
NC(=O)C1CCCN(C(=O)c2ccc(S(=O)(=O)N3CCCCCC3)cc2)C1 (stereo unspecified)
    -0.4 | -0.9 | 0.2 | -3 | -2.4 | 2 | -1 | 0.2 | -0.1 | 5 | -3.2
COC(=O)C1=C(C)N(C)C(=NCC2CC2)NC1c1ccccc1 (stereo unspecified)
    -0.8 | -2.2 | . | 1 | 0.1 | -5 | 14 | 0.9 | . | -1 | 1.0
N/C(CCCN1CCCCC1)=N/O
    -1.0 | 0.5 | 0.5 | 4 | -0.3 | -1 | -2 | -1.0 | -0.1 | -4 | -2.1
CNC(=O)CSc1nnc(-c2ccco2)n1-c1cc(C)ccc1C
    -1.0 | -0.2 | 1.8 | -8 | -2.7 | 1 | -4 | -0.3 | 0.4 | -9 | 1.8
COC(=O)c1ccc(CNC(=O)c2ccccc2C(=O)NCC2(CBr)OCCO2)cc1
    -1.2 | -0.6 | 2.6 | 3 | 1.2 | -3 | -2 | 4.0 | -1.7 | -4 | 4.3
COC(=O)CNC(=O)CNC(=O)Nc1ccccc1Cl
    -1.5 | -0.7 | 0.9 | 4 | -2.5 | 6 | 3 | -2.4 | -0.9 | -2 | 0.3
CCOC(=O)CC1=C(C(=O)OCC)C(c2cc(OC)c(OC)cc2OC)C(C#N)=C(N)O1 (stereo unspecified)
    -0.5 | 0.1 | 0.6 | -39 | -6.0 | -5 | -22 | -0.5 | -1.4 | 6 | 2.2
Cn1c(=O)n(Cc2ccccc2Cl)c2ccccc21
    -1.1 | -0.3 | -0.1 | -2 | -0.5 | 1 | -6 | -0.2 | 1.6 | -4 | -3.5
Cc1ccccc1-c1nc(CS(=O)(=O)CC(=O)N2CCCCC2)c(C)o1
    -1.2 | -0.3 | 0.1 | -15 | -1.0 | 1 | -6 | 0.7 | -0.7 | 2 | -0.4
O=C(O)CCc1ccc(-c2ccccc2)n1CC(=O)Nc1cccc(C(F)(F)F)c1
    -1.4 | 0.2 | -0.7 | -43 | -1.5 | 3 | -31 | -2.3 | 0.7 | -1 | 4.2
CCOc1ccc(S(=O)(=O)N2CCOCC2)cc1NC(=O)CN1C(=O)NC(CC)(c2ccccc2)C1=O (stereo unspecified)
    -0.7 | -1.1 | 0.4 | -5 | -1.1 | 3 | -14 | -2.4 | 0.3 | 5 | -4.3
Nc1cc(C(Cl)=C(Cl)Cl)c(S(N)(=O)=O)cc1S(N)(=O)=O
    -1.9 | 2.3 | 1.0 | 1 | -0.7 | -3 | -9 | -0.1 | -2.4 | 1&5 | -2.6
Cc1cc(S(=O)(=O)N(Cc2ccccc2F)C2CC2)ccc1-n1cnnn1
    -1.8 | -0.6 | -0.9 | -7 | 2.0 | -4 | -9 | -0.5 | -0.4 | 0 | 0.4
CC(O/N=C/c1ccc(OC(F)F)cc1)C(=O)Nc1cccc(S(=O)(=O)N2CCOCC2)c1 (stereo unspecified)
    -1.5 | -0.3 | -0.4 | -1 | 1.1 | 1 | -32 | -0.3 | -1.0 | -4 | -1.1
CC(C)C(C)(C#N)NC(=O)COC(=O)C1CCN(S(=O)(=O)c2ccc3c(c2)OCCO3)CC1 (stereo unspecified)
    -1.1 | 2.9 | 0.4 | -3 | -2.6 | -1 | -2 | -0.2 | 0.4 | 0 | -0.9
CCN(CC)C(=O)CSc1nc2ccc(NC(=O)CSc3nnc(N)s3)cc2s1
    -1.4 | -0.7 | -0.2 | -1 | -3.5 | -2 | -11 | -1.3 | -0.8 | -10 | -2.5
Cc1nc2ccc(C(=O)N/N=C/c3ccc(O)cc3)cc2[nH]1
    -1.3 | 0.1 | 2.5 | -33 | -3.0 | -3 | 11 | -0.4 | 1.7 | 2 | 6.9
Cc1ccc(OC(=O)c2sc3ncn(C)c(=O)c3c2C)cc1
    -0.8 | 1.7 | 4.2 | -2 | 0.9 | -1 | 6 | 1.3 | 3.2 | 4 | 0.8
CCn1ncc(/C=C2/SC(=S)NC2=O)c1C
    -1.2 | 0.2 | 1.2 | -52 | -4.6 | -1 | 10 | 1.4 | 1.1 | 3 | 2.4
CC(OC(=O)C1CCCC1)C(=O)Nc1ncc(Cl)cc1Cl (stereo unspecified)
    -1.1 | 0.0 | 0.0 | -7 | -0.5 | -2 | 1 | -0.6 | 0.0 | -9 | -0.9
Nc1c(C(=O)N/N=C/c2ccc(OCc3ccccc3)cc2)cnn1-c1ccccc1
    -0.7 | -0.8 | 0.2 | -4 | -0.5 | -2 | -4 | 0.8 | 0.1 | -24 | 3.5
CNS(=O)(=O)c1cccc(C(=O)OCC(=O)N2CCc3ccccc3C2)c1
    -1.3 | 0.1 | 0.3 | 4 | -2.5 | 6 | -1 | -1.0 | 1.3 | -6 | -0.6
C=CCNC(=O)CSc1nnc(-c2cccs2)o1
    -1.1 | -0.1 | 0.4 | 1 | -2.4 | 1 | 0 | 1.2 | 0.6 | -2 | 0.9
O=C(Cn1cnc2ccccc2c1=O)NCC(=O)N1CCOCC1
    -0.9 | 0.7 | -1.1 | 6 | -0.3 | -5 | 6 | 1.6 | 2.7 | 1 | -1.6
Cc1noc(C)c1C(=O)OCC(=O)Nc1ccccc1SCC#N
    -0.3 | 0.8 | 0.0 | -17 | -0.3 | 0 | -2 | 3.6 | 0.4 | -3 | 0.5
N=C1/C(=C\c2ccc(OC(=O)c3ccco3)cc2)C(=O)N=C2SC=NN12
    0.1 | -0.2 | -0.1 | -9 | -3.4 | 1 | -7 | 0.7 | -1.0 | 5 | -3.0
COc1ccccc1C(CCNS(=O)(=O)c1ccc(C)cc1)c1ccco1 (stereo unspecified)
    -1.3 | -0.9 | -0.9 | -2 | -2.1 | -1 | -49 | -0.9 | 0.9 | -3 | 0.1

New compounds follow
Fields – ssDAF-12 act | DAX1 inh-1 | DAX1 inh-2 | PLC-beta3 inh | PG9 Ab binder | SMARCA2 act | sPLA2-III inh | hcDAF12 agonist | GAA850 FXN act | Rev-erbA mod | hgDAF12 agonist
COc1ccc(C(=O)NC2CCN(Cc3ccccc3)C2)cc1S(=O)(=O)N1CCOCC1 (stereo unspecified)
    -1.5 | 1.9 | 0.3 | -4 | -1.3 | 0 | 1 | 1.1 | -0.5 | -1 | 1.4
COc1ccc(CNC(=O)CN(Cc2ccccc2Cl)C(=O)c2csnn2)cc1
    -0.9 | 0.0 | -1.6 | -8 | 0.3 | -5 | 11 | 2.4 | -1.0 | 2 | -1.4
O=C(O)CCN(Cc1ccccc1)S(=O)(=O)c1ccc(Cl)cc1F
    -0.9 | 0.0 | -0.7 | 0 | -2.3 | -4 | 7 | -0.8 | 1.5 | -2 | -4.8
COc1ccc(S(=O)(=O)N(C)C[C@@H]2OCc3cnnn3CCCC(=O)N([C@H](C)CO)C[C@H]2C)cc1
    -1.2 | -0.3 | 2.3 | -2 | -0.4 | -3 | 9 | 1.3 | -1.9 | -7 | 0.9
CC1=C(C(=O)Nc2ccc(C)cc2C)C(c2cccc(Cl)c2)n2nc(C(=O)OC(C)C)nc2N1 (stereo unspecified)
    -0.4 | 0.2 | -0.2 | 4 | -1.5 | 0 | -3 | -2.0 | -0.2 | -3 | -0.3
Cc1ccc(-c2cc(-c3c(C)nn(C)c(=O)c3N)[nH]n2)cc1
    -1.3 | -0.1 | 1.7 | -6 | -0.7 | 2 | 1 | -1.5 | 3.8 | -1 | 1.5
CC(C)=CCc1c(O)cc2c(c1O)C(=O)CC(c1ccccc1)O2 (stereo unspecified)
    -0.5 | 0.3 | -1.2 | 9 | -2.0 | -3 | -15 | 3.8 | -1.9 | 5 | -4.0
COCCNC(=O)c1c(N)[nH]c(C(=O)c2ccc(Br)cc2)c1-c1c(OC)ccc2ccccc12
    -1.0 | . | . | -16 | . | . | 6 | -2.3 | . | -3 | 1.9
COc1ccc(C2C3=C(NCCN=C3c3ccccc3)C(=O)N2c2ccccc2)c(OC)c1 (stereo unspecified)
    -1.1 | -0.3 | -0.1 | -2 | 1.3 | 0 | 4 | -0.7 | -2.0 | -2 | -2.8
Cc1cc(Br)c(OCc2ccc(C(=O)N/N=C/c3ccc[nH]3)cc2)c(Br)c1
    -2.3 | -7.0 | -3.6 | -174 | -0.4 | -9 | 7 | -1.8 | -4.9 | 2 | -13
NS(=O)(=O)c1ccc(-c2ccc(/C=N/NC(=O)c3ccc([N+](=O)[O-])cc3)o2)cc1
    -1.0 | -0.1 | 0.8 | -6 | -5.4 | -3 | -2 | -1.2 | 0.9 | 0 | -1.3

Some entries already given, limited to sPLA2-III inh.
SMILES | sPLA2-III inh
COc1ccc(C2C3=C(NCCN=C3c3ccccc3)C(=O)N2c2ccccc2)c(OC)c1 (stereo unspecified) | 4
Cc1cc(Br)c(OCc2ccc(C(=O)N/N=C/c3ccc[nH]3)cc2)c(Br)c1 | 7
NS(=O)(=O)c1ccc(-c2ccc(/C=N/NC(=O)c3ccc([N+](=O)[O-])cc3)o2)cc1 | -2

High-throughput results deposited in PubChem by several laboratories.
